# Screens: PubChem, several laboratories
# NRP1-CendR mod = modulators of CendR peptide binding to NRP-1, primary screen, biochemical, fluorescence polarization, uHTS; Neuropilin-1 (Homo sapiens), O14786; FAM-RPARPAR peptide binding to NRP-1; inhibition, % at 25 µM; hit rate 0.85% among 360,000; AID 602438, 2012;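 active means inhibition or corrected inhibition above about 18%, plus a signal ratio from 0.5 to 1.5, limit read from the data, passing the limit was not always enough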; further: strong numbers were not always called active
# MT1-MMP act inh = blockers of MT1-MMP proenzyme processing, primary screen, HT1080 RFP-PRO-GFP cells, GFP/RFP fluorescence. GFP/RFP ratio fluorescence, overnight; percent of plate control window, DMSO zero. GFP/RFP ratio change, % at 20 µM. hit rate 0.061% among 360,000;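 active means GFP/RFP ratio change of at least 30% with cell ATP level not reduced by more than half and red fluorescence within 50% of control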; further: strong numbers were not always called active
#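 Read-out: GFP/RFP fluorescence ratio; Test system: RFP-PRO-GFP reporter HT1080 cells; Compound dosing: single-point 20 µM compound, 1% DMSO; Times: overnight compound exposure at 37 °C.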
# E coli Lon inh = inhibitors of E. coli Lon protease, primary screen, biochemical, fluorescence polarization; P0A9M0; hit rate 0.42% among 360,000; inhibition, % at 7.94 µM; purified E. coli Lon protease; in the data active means inhibition above about 13%, passing the limit was not always enough;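 further: 0% = enzyme with probe and DMSO and 100% = no enzyme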
# PABP1 MLLE inh = inhibitors of PABP1 MLLE–PAM2 peptide binding, primary screen, biochemical, fluorescence polarization, FITC-PAM2, GST-MLLE | inhibition, % at 20 µM | AID 588489, 2011 | hit rate 0.36% among 360,000; in the data active means inhibition above about 35%, passing the limit was not always enough;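 further: plate controls were DMSO wells with GST-MLLE for no effect and wells lacking GST-MLLE protein for full effect; some results filed as inactive read as strong as hits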
# Neddylation inh = inhibitors of cullin neddylation, primary screen, biochemical, TR-FRET, uHTS, NAE and Ubc12; NEDD8-conjugating enzyme Ubc12 (Homo sapiens) + NEDD8-activating enzyme E1 regulatory …; hit rate 0.58% among 360,000; calls only at 25 µM; in the data active means inhibition above about 36%
# Rin1-Abl PPI inh = inhibitors of Rin1-Abl protein binding, primary screen, biochemical, TR-FRET; Tyrosine-protein kinase ABL1 (Homo sapiens) + Ras and Rab interactor 1 (Homo sapiens), …; hit rate 0.4% among 360,000; AID 588664, 2011; inhibition, % at 7.35 µM; in the data active means inhibition above about 5%, passing the limit was not always enough
# SKN-1 block = suppressors of acrylamide-induced Pgst-4::GFP reporter in worms, primary screen, SKN-1 inhibitor project, whole organism, uHTS, GFP/RFP fluorescence ratio, strain VP596; C. elegans VP596 Pgst-4::GFP/RFP ratio, 24 h; hit rate 0.49% among 360,000; inhibition, % at 21.8 µM;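 active means interference check ratio from 0.5 to 1.5 plus GFP to RFP signal ratio inhibition reaching or exceeding a fixed threshold, cut at about 30% in these data, passing the limit was not always enough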; further: some compounds called inactive have numbers as strong as hits
# FAS TE block = FAS thioesterase domain inhibitors, primary screen, biochemical, fluorescence intensity, uHTS; hit rate 0.67% among 360,000; recombinant FAS-TE, OMFH fluorogenic substrate, fluorescence endpoint; inhibition, % at 15 µM;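 active means compounds whose normalised, plate-corrected inhibition of enzyme fluorescence in the single-dose primary screen is 50% or more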;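 further: 0% = DMSO with enzyme and 100% = substrate without enzyme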
# bovine MsrA act = bovine MsrA enzyme activators, primary screen, biochemical, absorbance, HTS. Methionine sulfoxide reductase A (Bos taurus). purified bovine MsrA, absorbance read-out. activation, % at 10.6 µM. hit rate 0.3% among 360,000. AID 602163, 2012; in the data active means activation above about 7.5%;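 further: 0% = vehicle and 100% = reference activator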
# An asterisk follows results filed as active; i = inactive; / = no result given.
SMILES,NRP1-CendR mod,MT1-MMP act inh,E coli Lon inh,PABP1 MLLE inh,Neddylation inh,Rin1-Abl PPI inh,SKN-1 block,FAS TE block,bovine MsrA act
O=C(Nc1ccc2c(c1)C(=O)N(CC1CCCO1)C2=O)c1cccc(Br)c1 (centres undefined),-11,0,7,-2,/,5,24,11,-1
CN(Cc1ccccc1)C(=O)COC(=O)/C=C/c1ccco1,2,-1,-6,5,i,2,8,-4,-3
COc1cccc(-c2nnc(SCC(=O)OC(C)C)n2Cc2ccco2)c1,-4,2,-10,-96,i,-2,15,-2,-8
COc1ccc2c(c1)nc(CN1CCN(CCO)CC1)n2C,7,0,-10,8,i,-1,0,-6,0
Cn1cc([N+](=O)[O-])c(C(=O)Nc2cc(Oc3ccccc3)cc([N+](=O)[O-])c2)n1,-5,-27,-16,3,i,1,-10,19,-2
COc1ccc(N(C(=O)CCl)C(C(=O)NCCc2ccccc2)c2cccs2)cc1 (centres undefined),-7,-26,4,-11,i,-1,-9,63*,-3
O=C(O)CN(c1ccccc1F)S(=O)(=O)c1ccccc1,-15,-1,4,6,i,4,18,-8,-3
CCOn1c(=O)c(=O)n(OCc2ccccc2)c2ccccc21,0,4,2,9,i,-3,-33,-4,-2
COc1ccc(C(=O)c2coc3c2C(=O)C(=O)c2ccccc2-3)cc1,25*,10,3,4,i,0,12,25,0
CCc1ccc(C2c3[nH]c4ccccc4c3CCN2C(=O)c2cc(C)nn2C)cc1 (centres undefined),6,-9,4,7,i,3,-3,25,-8
Cc1cc(C)cc(NC(=O)Cn2c(=O)oc3cc(S(=O)(=O)N4CCC(C)CC4)ccc32)c1,-21,-8,-2,-6,i,1,3,0,-1
CCc1ccc(N2CC(C(=O)N3CCN(S(=O)(=O)c4cccc(F)c4)CC3)CC2=O)cc1 (centres undefined),-17,-1,-10,8,i,-3,20,-12,-4
O=C(O)c1ccc(NC(=O)C2CC=CCC2C(=O)O)cc1 (centres undefined),21,-1,-8,5,i,-3,-4,0,-3
Cc1ccc(C(=O)NCc2ccccc2CN2CCCC2)cc1S(=O)(=O)N1CCOCC1,-2,1,-9,-1,i,0,12,-7,1
CCCCCC(=O)Nc1cccc(S(=O)(=O)NC2=NCCC2)c1,12,3,-1,-6,i,0,19,1,-3
COc1cc(NC(=O)c2ccccc2-c2ccccc2)cc(OC)c1,-8,-1,-3,-4,i,4,3,0,-5
CC(C)CN1CCN(C(=O)CCc2nnc(Cc3c[nH]c4ccccc34)o2)[C@@H](C)C1=O,-16,-2,-7,-2,i,0,27,-4,-6
CCCCNC(=O)c1onc(CSc2ccccc2C)c1C(=O)O,-7,4,4,18,i,1,-3,-1,-3
COc1ccc(C(=O)N2CCN(CCCc3ccccc3)CC2)cc1OC,2,9,-4,1,i,1,-12,-3,-3
COc1ccc(NC(=O)c2cc3c(=O)n(C)c4ccccc4c3s2)cc1OC,8,11,3,7,/,3,6,-3,-2
O=C(c1ccccc1)N1CCN(c2ccc([N+](=O)[O-])c(N3CCOCC3)c2)CC1,0,2,0,4,i,-5,4,3,-6
COc1ccc(CCNC(=O)CCn2c(=O)c3ccccc3n(CC(=O)NCC3CCCO3)c2=O)cc1OC (centres undefined),-10,-1,-8,8,i,3,-7,-5,-3
Cc1ccccc1CSc1nnc(CCCCCNC(=O)OC(C)(C)C)o1,11,-1,-6,-36,i,-2,-1,24,-2
Cc1ccc(C2=NN(C(=O)CCCC(=O)O)C(c3ccc4c(c3)OCO4)C2)cc1 (centres undefined),6,1,0,3,i,2,10,-1,3
COc1ccccc1-c1nnc(NC(=O)CCS(=O)(=O)c2ccccc2)o1,3,-4,0,8,i,0,2,-5,-2
CN(C)/C(CN1CCN(C=O)CC1)=C1\N=C(c2ccccc2)OC1=O,4,-6,-16,4,i,-2,1,-6,-6
N#Cc1cc2cc3c(cc2nc1SCC(=O)N1CCCC1)OCCO3,1,0,0,8,i,4,0,19,-3
COc1ccc(NC(=O)CN2C(=O)CSc3ccc(S(=O)(=O)N4CCCC4)cc32)cc1OC,8,4,1,-5,i,1,-4,-2,-1
CCc1cccc(CC)c1N1C(=O)COCC1=O,6,0,-5,1,i,-4,30,-8,-2
O=C(c1ccccc1NS(=O)(=O)c1ccc(F)cc1)N1CCOCC1,10,0,-3,-1,i,2,6,-6,-3

# An excerpt from the list above:
SMILES,NRP1-CendR mod,MT1-MMP act inh,E coli Lon inh,PABP1 MLLE inh,Neddylation inh,Rin1-Abl PPI inh,SKN-1 block,FAS TE block,bovine MsrA act
CC(C)CN1CCN(C(=O)CCc2nnc(Cc3c[nH]c4ccccc34)o2)[C@@H](C)C1=O,-16,-2,-7,-2,i,0,27,-4,-6
CCCCNC(=O)c1onc(CSc2ccccc2C)c1C(=O)O,-7,4,4,18,i,1,-3,-1,-3
COc1ccc(C(=O)N2CCN(CCCc3ccccc3)CC2)cc1OC,2,9,-4,1,i,1,-12,-3,-3
COc1ccc(NC(=O)c2cc3c(=O)n(C)c4ccccc4c3s2)cc1OC,8,11,3,7,/,3,6,-3,-2
O=C(c1ccccc1)N1CCN(c2ccc([N+](=O)[O-])c(N3CCOCC3)c2)CC1,0,2,0,4,i,-5,4,3,-6
COc1ccc(CCNC(=O)CCn2c(=O)c3ccccc3n(CC(=O)NCC3CCCO3)c2=O)cc1OC (centres undefined),-10,-1,-8,8,i,3,-7,-5,-3
Cc1ccccc1CSc1nnc(CCCCCNC(=O)OC(C)(C)C)o1,11,-1,-6,-36,i,-2,-1,24,-2
Cc1ccc(C2=NN(C(=O)CCCC(=O)O)C(c3ccc4c(c3)OCO4)C2)cc1 (centres undefined),6,1,0,3,i,2,10,-1,3
COc1ccccc1-c1nnc(NC(=O)CCS(=O)(=O)c2ccccc2)o1,3,-4,0,8,i,0,2,-5,-2
CN(C)/C(CN1CCN(C=O)CC1)=C1\N=C(c2ccccc2)OC1=O,4,-6,-16,4,i,-2,1,-6,-6
N#Cc1cc2cc3c(cc2nc1SCC(=O)N1CCCC1)OCCO3,1,0,0,8,i,4,0,19,-3
COc1ccc(NC(=O)CN2C(=O)CSc3ccc(S(=O)(=O)N4CCCC4)cc32)cc1OC,8,4,1,-5,i,1,-4,-2,-1
CCc1cccc(CC)c1N1C(=O)COCC1=O,6,0,-5,1,i,-4,30,-8,-2
O=C(c1ccccc1NS(=O)(=O)c1ccc(F)cc1)N1CCOCC1,10,0,-3,-1,i,2,6,-6,-3

# Next entries:
SMILES,NRP1-CendR mod,MT1-MMP act inh,E coli Lon inh,PABP1 MLLE inh,Neddylation inh,Rin1-Abl PPI inh,SKN-1 block,FAS TE block,bovine MsrA act
Cc1ccc(NC(=O)CN2C(=O)C3CC=CCC3C2=O)cc1S(=O)(=O)N1CCOCC1 (centres undefined),-10,0,3,-3,i,-1,-6,-7,-1
CCOC(=O)CNc1c(-c2ccc(F)cc2)nc2cnccn12,-4,-4,-4,11,/,-5,-9,-7,2
O=C(O)CCN1C(=O)c2ccc(NC(=O)C(c3ccccc3)c3ccccc3)cc2C1=O,-9,1,-1,-8,/,2,7,-3,0
Cc1ccc(NC(=O)[C@@H]2CCCN2S(=O)(=O)c2ccc(Cl)cc2)cc1,8,5,-3,16,i,-3,18,7,-3
CC(=O)Nc1ccc(NS(=O)(=O)C(F)(F)F)cc1,8,7,2,8,i,-3,-11,-6,-3
CCOc1ncccc1C(=O)NCCc1ccc(Cl)cc1,-5,1,-3,-17,i,2,12,3,-2
CCOC(=O)CNC(=S)N(Cc1cccs1)C1CCCCC1,10,-3,-11,-143,i,3,1,10,-4
COc1ccc(CCN=C(N)NS(=O)(=O)c2ccc(C)cc2)cc1OC,9,1,4,-5,i,1,1,-10,-3
O=C(C1CCCN(S(=O)(=O)c2ccc(F)cc2)C1)N1CCCCCC1 (centres undefined),11,4,-23,-8,i,-2,4,-8,0
COc1ccc(C2=NS(=O)(=O)N(C)C(C(=O)N3CCN(C)CC3)=C2)cc1,-3,1,-3,8,i,-4,15,-12,-4
COc1ccc(OC)c(-c2csc(NC(=O)CN3C(=O)C4CCCCC4C3=O)n2)c1 (centres undefined),3,3,3,-21,i,0,0,4,-5
N#Cc1c(NC(=O)CSc2nnnn2C2CCCCC2)sc2c1CCCC2,-9,2,-1,-14,i,-1,15,-17,-1
Cc1ccc(Sc2c(C#N)c(-c3ccccc3)nn2C)cc1,-3,-5,-7,6,i,3,18,29,-3
COc1cc(-c2nc3ccccn3c2/N=C/c2ccc(F)cc2)ccc1O,0,3,-7,6,/,2,-3,0,-4
COC(C/C=C\[C@H](O)COCc1ccccc1)OC,25*,4,-8,15,i,0,1,-13,-2
O=C(NC1CCSc2ccccc21)c1cccc(Br)c1 (centres undefined),-1,-3,-11,5,i,0,0,20,-2
O=C(O)c1cc(-c2ccc(/C=C3/SC(=S)N(Cc4ccccc4)C3=O)o2)ccc1Cl,134,-103,-116,i,i,1,12,22,-3
COc1ccc(C(=O)NCc2ccc(N3CCN(C)CC3)cc2)cc1,-5,-1,-7,4,i,-2,3,-1,-1
Cc1ccc(C(=O)Nc2ncccc2C)cc1S(=O)(=O)N1CCOCC1,17,1,-3,17,i,2,-6,-9,-1
CC(C)c1nc(SCc2ccccn2)c2c(=O)n(C)c(=O)n(C)c2n1,-2,-4,-1,-2,i,3,11,3,-2
O=C(O)C1CSC(c2ccncc2)N1 (centres undefined),1,-1,5,38*,i,0,-38,-8,-7
C=C(C)c1nc2cc(OC)c(OC)cc2c(=O)o1,0,3,-1,-4,i,-2,6,-4,2
O=[N+]([O-])c1cc2c(c(CSc3nnnn3-c3ccc(O)cc3)c1)OCOC2,-8,-1,-8,5,i,-3,-1,28,0
O=C(/C=C/[C@H]1O[C@@H](n2cnc3c(NC(=O)c4ccccc4)ncnc32)[C@H](O)[C@@H]1O)NC1CCCCC1,10,0,-10,3,i,2,27,-10,-2
Cc1ccc(N(C(=O)c2ccco2)C(C(=O)NC2CCCC2)c2cccnc2)cc1 (centres undefined),-2,-1,-12,-7,i,0,7,-2,0
COc1cc(NC(=O)CC2NCCNC2=O)cc(OC)c1 (centres undefined),-6,4,-5,-4,i,3,-14,-3,-10
O=C(CSc1nc2ccccc2c(=O)n1Cc1ccc(F)cc1)NCc1cccs1,3,0,-7,-92,i,2,-3,2,-3
O=C(O)C(=Cc1ccccc1)Cc1ccccc1,0,4,-8,-1,i,3,0,-3,-2
Cc1nn(-c2ccccc2)cc1/C=N/NC(N)=S,-4,8,-9,-3,i,0,-12,-6,-10
